All columns: NCI-60 one-dose screen, growth in % after 48 h at 10 µM unless noted; 100 = growth as untreated, 0 = no growth, -100 = all killed.
HCC-2998 = HCC-2998 colon cancer; 79,000 compounds, 4.7% hits; AID 1794799
SNB-19 = SNB-19 CNS cancer cells. 81,000 compounds, 2.5% hits
SF-268 = SF-268 CNS cancer cells; 82,000 compounds, 3.1% hits; AID 1794759
U251 = U251 CNS tumor cells; 80,000 compounds, 5.4% hits; AID 1794753
SNB-75 = SNB-75 CNS cancer; 79,000 compounds, 5% hits
SF-295 = SF-295 CNS cancer cells. 79,000 compounds, 5.6% hits. AID 1794758
PC-3 = PC-3 prostate cancer cells. 80,000 compounds, 3.9% hits. AID 1794754
SF-539 = SF-539 CNS cancer; 81,000 compounds, 6.8% hits; AID 1794752
The depositor's hits bear a star; / = not tested or not shown; & = joins results of further samples; [ ] = remark or other dose. The calls were made as follows: active = growth percent below 10; inactive = the rest. This is a random part of the collection; overall some 10% were active at least once.

Compound	HCC-2998	SNB-19	SF-268	U251	SNB-75	SF-295	PC-3	SF-539
Cc1ccc(/C(O)=C/c2nc3ccc(C)cc3oc2=O)cc1	103	105	111	109	72	132	102	108
CC1=C2[C@@H](CC1)[C@]1(C)O[C@@](C3CCCCC3)(C[C@H]1OC(=O)CO)[C@H]2OC(=O)/C=C/c1ccccc1	82	91	32	74	73	86	53	102
Nc1cccc(OCCCCCOc2cccc(N)c2)c1	107	101	61	90	92	68	58	91
O=C(NCCCCO)c1cncnc1Nc1ccc(OCc2cccc(F)c2)c(Cl)c1	121	87	86	94	60	93	86	94
CC(O)(C(N)=O)c1ccccc1 (stereo not drawn)	107	107	111	104	84	104	/	108
Cc1cccc(O)c1	107	92	96	104	95	83	90	96
O=C(CN1C(=O)CSC1=O)Nc1ccc(C(=O)/C=C/c2cc3ccccc3nc2Cl)cc1	82	83	79	77	/	77	71	79
Cc1cc(C)c2c(n1)sc1c(Nc3onc4ncccc34)ncnc12	100	97	98	98	80	87	92	94
CCN(CC)c1ccc(/C=C\c2cc(C)c3cc(C)ccc3n2)cc1	14	49	40	26	40	24	23	20
COc1ccc(/C=C\c2cc(OC)c(OC)c(OC)c2)cc1OC(=O)c1cccc(Cn2cc(CCOC(=O)[C@H](N)Cc3cn(C)c4ccccc34)nn2)c1	21	31	23	19	23	14	19	-14*
Cc1ccccc1-c1noc(Cn2cc(-c3ccccc3)nn2)n1	107	96	88	101	86	98	94	96
COc1ccc2cc(C(=O)/C=C/N=C3C=NNC3=O)ccc2c1	99	103	73	87	70	95	83	90
COc1ccc(/C=C2\C=C(c3ccccc3)N(Cc3ccccc3)C2=O)cc1OC	104	87	93	90	64	90	65	103
CN1CCOCCN(C)Cc2ccc3ccc(cc3c2)CN(C)CCOCCN(C)Cc2ccc3ccc(cc3c2)C1	100	86	85	81	78	103	55	79
COc1cc(-c2ccc(-c3ccc(C(=N)N)cc3)s2)cc(OC)c1OC	-20*	69	65	26	65	46	53	47
Oc1[nH]c2ccc(Cl)cc2c1/C=c1/cc2c(c(-c3ccc(C(F)(F)F)cc3)n1)=Nc1ccccc1-2	99	89	53	40	80	70	67	106
Cc1ccc(-c2cn(-c3ccc(Cl)cc3)c(SCc3ncc(C)cc3C)n2)cc1	109	98	100	103	102	107	89	95
O=c1ncn2nc(Sc3ccc(F)cc3F)ccc2c1-c1c(Cl)cccc1Cl	90	102	91	85	85	87	75	97
CC(=O)N(c1ccccc1)c1nc(N(C(C)=O)c2ccc(S(N)(=O)=O)cc2)nc(N(C(C)=O)N(C(C)=O)C(C)=O)n1	109	109	105	106	107	106	97	95
O=C1NCCCn2nc3c(c21)CC(NCc1ccc(Cl)cc1)CC3 (stereo not drawn)	100	102	101	100	92	106	104	102
COc1ccc2cc(C(=O)N3CCC([C@@H](C)C(=O)NCc4ccc5c(c4)OCO5)CC3)[nH]c2c1	83[50 µM]	26[50 µM]	33[50 µM]	24[50 µM]	-38*[50 µM]	48[50 µM]	56[50 µM]	41[50 µM]
Nc1cccc2cccc(N)c12	127&102	94&103	104&97	102&103	82&82	111&98	87&83	101&104
N=C1NC(=O)C/C1=C1/Nc2ccccc2S1	96	77	82	84	78	94	76	103
C#C[C@]1(O)CC[C@H]2[C@@H]3CC=C4c5sc(-c6ccccc6C)nc5CC[C@]4(C)[C@H]3CC[C@@]21C	96	99	90	97	81	100	72	71
C=C(C)[C@@H]1CC[C@]2(C)[C@H](CC[C@@H]3[C@@H]([C@@](C)(O)CCC=C(C)C)CC[C@]32C)[C@@]1(C)CCC(=O)O	-37*[100 µM]	-33*[100 µM]	-18*[100 µM]	-17*[100 µM]	-38*[100 µM]	-60*[100 µM]	6.0*[100 µM]	-86*[100 µM]
CC1(C)OC2=C(CC1Br)C(=O)C(=O)c1ccccc12 (stereo not drawn)	-20*	-19*	-88*	-74*	11	-84*	-17*	-82*
O=C(OCCOc1ccccc1)c1ccccc1Cl	117	111	104	103	98	105	99	98
Nc1nc(-c2cccc([N+](=O)[O-])c2)cs1	119	98	90	98	91	106	94	98
CC(=O)N1CCN(CCNC(=O)n2cc(-c3ccncc3)c(-c3ccc(O)c(Cl)c3)n2)CC1	118	120	107	110	81	130	171	101
O=C(O)CCCCC(=O)Nc1cccc(Cn2nnc3cc(Cl)c(Cl)cc32)c1	113	97	93	98	97	106	99	103
COC1=CC2C(O)c3ccccc3N3C(=O)CCC23C=C1OC (stereo not drawn)	107	101	99	96	93	107	96	101
Cc1cccc(OCC(O)CN2CCCCC2)c1 (stereo not drawn)	100	116	112	98	83	96	93	116
COc1ccc(C2C=C(c3ccc(N)cc3)N=C3SC=C(C)N32)cc1OC (stereo not drawn)	104	90	79	82	/	/	63	101
COc1ccc(-c2nnc(-c3ccc(Cl)cc3)o2)cc1	103	96	97	96	101	91	72	100
CN(CCn1sc(=O)n(Cc2ccccc2)c1=O)Cc1ccc2c(Cl)cc(Cl)c(O)c2n1	52	40	46	27	75	31	35	47
COc1cc(-c2nnc(CNc3ccc(F)c(Cl)c3)o2)cc(OC)c1OC	105	101	93	98	89	93	96	96
COC(=O)C(Br)C(OC)c1ccc(OC)c(OC)c1 (stereo not drawn)	114	102	106	97	88	105	98	100
COc1cc2cc(Oc3ccc(NC(=O)c4ccccc4)cc3)c(C)nc2cc1OC	125	99	65	59	54	72	75	98
O=C(C=NC(=O)c1ccccc1)/C=C(\O)c1ccccc1	106	95	100	99	84	98	92	97
NCCCCC(N)C(=O)NNc1n[nH]c(=S)n1N (stereo not drawn)	106	96	98	97	97	105	106	97
OC1(c2cn(-c3ncc(-c4ccc(C(F)(F)F)cc4)c(NC4CCCCCC4)n3)nn2)c2ccccc2-c2ccccc21	98	103	104	80	68	95	52	99
COc1cc(/C=N/Nc2ncnc3c2c(C)nn3-c2ccc(F)cc2)ccc1O	100	93	71	94	83	106	73	96
COc1ccc(NC(=O)Nc2ccc(OCc3ccc(Cl)cc3)cc2)cc1	107	79	99	89	88	109	86	53
CSc1ccc(Nc2ncnc(N)n2)cc1	106	99	103	90	88	96	80	95
CN(C)Cc1c[nH]c2nccnc12	98	103	122	99	87	128	96	110
CCSC1OC(COC(C)=O)C(OC(C)=O)C(OC(C)=O)C1OC(C)=O (stereo not drawn)	99	106	99	105	88	99	110	104
O=C1/C(=C/c2cccc(Br)c2)COc2ccc(O)cc21	86	45	68	18	64	100	51	69
COc1ccc(C(=O)CSc2nc(-c3cc(OC)ccc3OC)c(C#N)c(=O)[nH]2)cc1	98[5 µM]	99[5 µM]	93[5 µM]	99[5 µM]	67[5 µM]	96[5 µM]	90[5 µM]	104[5 µM]
CC(O)(C(=O)O)c1ccccc1 (stereo not drawn)	103	99	96	104	78	98	104	105
CCc1ccc(-c2ccc(NC3CCCCCC3)nn2)cc1S(N)(=O)=O	102	103	117	96	97	/	94	99

Following part.
Compound	HCC-2998	SNB-19	SF-268	U251	SNB-75	SF-295	PC-3	SF-539
O=C(Nc1ccc(NC(=O)Nc2cc(C(F)(F)F)ccc2Oc2ccc(Cl)c(Cl)c2)cc1)Nc1cc(C(F)(F)F)ccc1Oc1ccc(Cl)c(Cl)c1	110	97	117	102	118	103	102	97
Cc1cscc(C)c1=S	103	100	96	80	108	76	77	97
NC(CS)C(=O)O (stereo not drawn)	98	106	108	94	74	/	99	106
CSc1nn(-c2ccccc2)c2ncnc(Nc3ccccc3Cl)c12	109	98	94	103	89	90	88	94
c1ccn2c(NCCN3CCOCC3)c(-c3ccc4c(c3)OCO4)nc2c1	107	99	96	102	74	105	93	104
O=C(CN1CCN(c2cc3c(cc2F)c(=O)c(C(=O)O)cn3C2CC2)CC1)Nc1ccc(C(=O)/C=C/c2ccc(Cl)cc2)cc1	103	93	121	99	85	82	92	100
Nc1nc(-c2nnc(Nc3ccc(Cl)cc3)s2)cs1	105	102	94	99	127	112	93	108
FC(F)(F)C1=NNC(c2ccc3ccccc3c2)=NN1	118	97	100	99	80	/	109	94
N#CC1=C(c2c[nH]c3ccccc23)Nc2nc(N)nc(N)c2C1c1ccncc1 (stereo not drawn)	104	106	103	99	80	104	93	100
O=C1c2c(c3c4cccnc4[nH]c3c3ccc4ccccc4c23)C(=O)N1CCO	101	70	78	51	118	51	70	79

Compound profiles (already shown). Screens in order: HCC-2998	SNB-19	SF-268	U251	SNB-75	SF-295	PC-3	SF-539
CCSC1OC(COC(C)=O)C(OC(C)=O)C(OC(C)=O)C1OC(C)=O (stereo not drawn) reads 99	106	99	105	88	99	110	104
COc1ccc2cc(C(=O)N3CCC([C@@H](C)C(=O)NCc4ccc5c(c4)OCO5)CC3)[nH]c2c1 reads 83[50 µM]	26[50 µM]	33[50 µM]	24[50 µM]	-38*[50 µM]	48[50 µM]	56[50 µM]	41[50 µM]

Remaining list, next part
Compound	HCC-2998	SNB-19	SF-268	U251	SNB-75	SF-295	PC-3	SF-539
CC(=O)c1sc2nc(-c3cc4ccccc4o3)cc(-c3ccc(Cl)cc3)c2c1N	110	94	99	97	82	108	89	114
COc1ccc(-n2nnc3c(sc4ccccc43)c2=O)cc1	75	34	53	19	-9.3*	42	73	55
O=C(O)c1c(O)cc(O)cc1O	115	106	109	105	95	118	104	108
CCn1c(SCC(=O)Nc2nc3ccc(OC)cc3s2)nnc1-c1cccnc1Nc1cc(OC)c(OC)c(OC)c1	103	98	98	87	88	95	65	96
CC1(C)C=C2[C@H]3C[C@@H](O)[C@@H]4[C@@]5(C)C[C@@H](O)[C@H](O)C(C)(C)[C@@H]5CC[C@@]4(C)[C@]3(C)CC[C@@]2(C)CC1	102[9 µM]	108[9 µM]	103[9 µM]	103[9 µM]	95[9 µM]	99[9 µM]	92[9 µM]	97[9 µM]
CC(C)CCOc1ccc(-c2n[nH]c(C(F)(F)F)c2-c2cncc(C#N)c2)c(O)c1	16	13	22	2.9*	30	0.8*	1.7*	25
C/C(=C(/Cl)C(=O)Nc1ccccc1C(=O)O)c1ccc(Cl)cc1	108	95	87	93	84	99	67	103
COc1ccc(Cn2cc3c(c2)-c2oncc2CC3)cc1	68	72	136	43	51	59	82	48
O=C(Nc1ccc(Cl)c(Cl)c1)c1ccc(Nc2ccc(Cl)nn2)cc1	99	113	103	100	97	108	89	99
O=c1oc2cc(O)ccc2s1	93	113	105	101	95	91	96	101
O=CNC(Cc1ccc(O)cc1)C(=O)O (stereo not drawn)	114	106	109	102	91	103	105	105
O=C(c1ccc(O)c(O)c1)[C@@H](Cl)[C@]1(O)C(=O)Nc2ccccc21	113	97	91	105	109	103	91	102
CN(C)CCCNC(=O)c1cncnc1Nc1ccc(OCc2cccc(F)c2)c(Cl)c1	6.1*	57	34	-53*	-18*	72	0.3*	-71*
CC1=C(c2cc(-c3ccc(N(C)C)cc3)n[nH]2)C(c2ccccc2)NC(=S)N1 (stereo not drawn)	97	94	97	98	68	102	99	93
OC(Cc1ccncc1)c1ccccc1Cl (stereo not drawn)	/	89	103	116	87	112	94	104
CCOC(=O)c1c(NCc2ccccc2)sc2cc(O)ccc12	100	75	81	74	92	95	89	81
N#Cc1ccc(-c2nn(-c3ccc(C(=O)O)cc3)cc2CNc2ccc(F)cc2)cc1	99	84	97	92	117	93	90	85
CCCCCc1ccc(S(=O)(=O)Nc2ccc3nc(NC(C)=O)sc3c2)cc1	106	84	83	89	50	50	63	88
O=C1NCCN1CCO	101	102	97	99	104	100	96	100
CCOC(=O)C(=O)c1c[nH]c2ccc(OCc3ccccc3)cc12	103	96	95	91	98	97	85	94

A different layout for 3 compounds above:
Order of results – HCC-2998, SNB-19, SF-268, U251, SNB-75, SF-295, PC-3, SF-539
O=CNC(Cc1ccc(O)cc1)C(=O)O (stereo not drawn)
  114, 106, 109, 102, 91, 103, 105, 105
N#Cc1ccc(-c2nn(-c3ccc(C(=O)O)cc3)cc2CNc2ccc(F)cc2)cc1
  99, 84, 97, 92, 117, 93, 90, 85
O=C(c1ccc(O)c(O)c1)[C@@H](Cl)[C@]1(O)C(=O)Nc2ccccc21
  113, 97, 91, 105, 109, 103, 91, 102

Following part:
Compound	HCC-2998	SNB-19	SF-268	U251	SNB-75	SF-295	PC-3	SF-539
CCOC(=O)N1CCN(/C(=N/c2sc(-c3ccccc3)nc2-c2ccccc2)c2ccc(C)cc2)CC1	96	64	87	86	82	78	62	93
CCC1(c2ccccc2)C(=O)N=C(N)N(C#N)C1=O (stereo not drawn)	120	94	104	95	/	108	96	103
CN(C)CCCC1(c2ccc(F)cc2)OCc2cc(-c3cc4ccccc4s3)ccc21 (stereo not drawn)	-78*	71	38	-83*	25	70	29	-59*
COc1ccc(C/C(C)=C(/c2ccc(OCCCN(C)C)cc2)c2ccc(OC(C)=O)cc2)cc1	70	82	71	62	74	27	79	73
Nc1cc2c3cncnc3cc(-c3cccc(Cl)c3)c2c2ncncc12	112	96	86	/	70	99	65	84
C=C1C(=O)O[C@H]2[C@H]1CC/C(COC(=O)NCCc1ccc(Br)cc1)=C\CC[C@@]1(C)O[C@@H]21	71	41	42	41	57	86	36	20
COc1cc(C)cc(-c2nn(CC(N)=O)cc2-c2ccnc(Oc3cccnc3)n2)c1	100	98	99	101	93	99	89	96
COC(=O)c1cc2oc(/C=N\NC(=O)c3cc4oc(C)c(C)c4[nH]3)cc2[nH]1	101	102	106	100	112	84	72	101
COc1ccc2[nH]cc(C3(c4c[nH]c5ccc(OC)cc45)C(=O)Nc4ccc(F)cc43)c2c1	72	97	54	82	43	57	9.7*	78
Cn1cc(-c2[nH]c3cc(NC(=O)[C@H](N)C4CCCCC4)cc4c3c2C=NNC4=O)cn1	33	-24*	-23*	-83*	-70*	17	7.2*	-85*
